# aSyn UTR inh: MLPCN primary screen, SNCA 5' untranslated region | alpha-synuclein 5'UTR reporter, inhibitor activity | inhibition, % (tested at 7.5 µM) | 300,000 tested, 0.82% active; in the data active = inhibition above about 60%; inconclusive = no clear call, values can overlap the other calls;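 note: H4 neuroglioblastoma cells stably carrying SNCA 5'UTR luciferase fusion; 0% = DMSO wells and 100% = positive control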
# AI-2 QS modul: Vibrio harveyi AI-2 quorum sensing modulation; 300,000 tested, 0.4% active; Vibrio harveyi JMH597 AI-2 luminescence/OD600 ratio, 9 h; hits give low values; strain lacks LuxN and CqsS sensors; 0 = neutral-control median; activity change, % at 7.5 µM; in the data active = activity change below about -75%, passing the limit was not always enough; inconclusive = no clear call, values can overlap the other calls;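 note: luminescence divided by OD600 gain over 9 h not by final OD600 alone; inactives centre near 13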
# KLF5 inh: kruppel-like factor 5 inhibition. inhibition, % at 5 µM. AID 1700. 290,000 tested, 0.23% active. DLD-1 KLF5 promoter-luciferase reporter, luminescence;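 active = inhibition above a per-plate limit of that plate's mean compound inhibition plus 3 SD, cut at about 60% in these data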;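 note: 0% = DMSO wells and 100% = LY294002 at 200 µM; higher means less KLF5 promoter-driven luciferase light; inactives centre near -14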
# Platelet DG rel: modulates dense granule release in human platelets; 300,000 tested, 0.22% active; inhibition, %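 (compounds screened at 7.5 µM in platelet-rich plasma)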; human platelet-rich plasma, SFLLRN dense granule ATP release, luminescence;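 active = mean replicate score, as percent of positive control, at or above 50; inconclusive = mean below 50 but at least one replicate at or above 50; inactive = mean and every replicate below 50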
# HSF1 inhib: HSF1 inhibition | NIH3T3-HGL HSE-luciferase, MG132-induced, luminescence 8 h; hits give low values | activity change, negative = inhibition, % at 7.5 µM (by protocol) | 300,000 tested, 0.77% active;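 active = more than half of replicate wells show activity change below -50%, luminescence cut by over half; inconclusive = some wells, but at most half, below -50%; inactive = no replicate well below -50%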;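 note: luciferase reports HSF-1 transcriptional activity via heat shock element; 0% = median of DMSO wells and -100% = zero luminescence signal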
# IEC-6 cytotox: counter-screen for KLF5 inhibitors: cytotoxicity in IEC-6 cells; IEC-6 cytotoxicity, luminescence viability; inhibition, % at 5 µM; 290,000 tested, 0.78% active; AID 1825; in the data active = inhibition above about 22%;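 note: 0% = plate median of test compound wells and 100% = cytotoxic reference compound wells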
# HSF1 activator: increases HSF-1 driven luciferase reporter signal. NIH3T3-HGL HSF-1 luciferase reporter, MG132, 8 h; 100% = twice DMSO control signal. activation, % at 9 µM. 300,000 tested, 1.7% active;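 active = mean replicate activation of at least 50% with a set share of replicates each reaching 50%; inconclusive = only one of those two conditions met; inactive = mean below 50% and too few replicates reaching it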;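 note: 0% = median of the neutral control wells and 100% = twice that signal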
# HSP90 refold inh: HSP90 refolding inhibition in rabbit reticulocyte lysate; luciferase refolding luminescence, 3 h; inhibition, % at 5.6 µM; 290,000 tested, 0.91% active; AID 1789;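 active = inhibition above the screen-wide mean plus 3 SD, computed separately per campaign, cut at about 16% in these data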;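 note: 0% = DMSO wells and 100% = 60 µM geldanamycin wells; inhibitors lower the luminescence because luciferase stays unfolded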
# SKKanGAS inh: blocks kanamycin growth of S. pyogenes SKKanGAS strain; BacTiter-Glo, 6 h; inhibition, % at 7.5 µM; 300,000 tested, 1.3% active; AID 1662;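 active = mean replicate score, as percent of positive control median, at least 50; inconclusive = mean below 50 but one replicate at or above 50; inactive = mean and every replicate below 50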;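 note: strain carries kanamycin resistance gene driven by streptokinase promoter and grows in 40 µg/ml kanamycin; loss of luminescence reflects streptokinase promoter inhibition or plain growth inhibition; 0% = median of DMSO wells and 100% = positive control at its reference dose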
# HIF act: HIF pathway transcriptional activation; AID 1910; U2OS HRE-luciferase reporter, luminescence; normalized: DMSO 0%, desferrioxamine 100%; activation, % at 7.5 µM (by protocol); 300,000 tested, 0.32% active;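 active = mean activation of at least 10% of the iron chelator positive control signal, with at least half of replicates also reaching 10%; inconclusive = mean and replicate majority disagree about reaching 10%; inactive = mean and most replicates under 10%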
# Starred values were filed as active, the others as inactive; ? = inconclusive; . = no result given.
compound	aSyn UTR inh	AI-2 QS modul	KLF5 inh	Platelet DG rel	HSF1 inhib	IEC-6 cytotox	HSF1 activator	HSP90 refold inh	SKKanGAS inh	HIF act
C=C1CCN([C@@H](C)C(=O)NCc2cc(OC)c(OC)c(OC)c2)S(=O)(=O)c2ccccc21	6	12	.	5	4	.	19	.	4	0.2
COc1cccc(C(=O)Nc2cccc(-c3nc4ncccc4o3)c2C)c1	-22	?	-53	-7	-6	0	-1	-4	-2	0.0
Cc1cc(C)n(-c2nnc(NCc3ccc(Cl)cc3)nn2)n1	4	3	-4	1	18	0	38	0	13	-0.2
Cc1ccc(C)c(S(=O)(=O)N/N=C/c2cccnc2)c1	21	15	-21	-37	-15	-4	-27	3	1	-0.1
N#C/C(=C\c1ccco1)Sc1nc2ccccc2s1	-84	-25	-19	-5	1	-5	4	8	12	1.7
CCCOc1ccccc1N/C(=N/c1nc(C)cc(C)n1)NC(=O)COc1ccc(OC)cc1	10	17	-14	2	12	-2	1	5	29	0.1
NC(=O)CC(NC(=O)c1ccccc1)c1ccc(N2CCCCCCC2)c([N+](=O)[O-])c1 (stereo unspecified)	4	9	-4	3	-1	0	-23	-1	7	0.8
Cc1ccc(S(=O)(=O)N2CCCCC2C(=O)O)s1 (stereo unspecified)	-1	15	-8	-3	-15	-4	-13	-1	-8	-0.2
CCOC(=O)c1c(C)c(C(=O)NCc2ccccn2)c(C)n1C	28	8	-9	13	-1	-4	12	0	-6	0.2
COC(=O)c1c(NC(=O)c2ccn(C)n2)sc2c1CCC2	-55	3	-59	12	6	0	16	-1	?	0.8
CCOCCc1nnc(NC(=O)C2CC(=O)N(c3ccc(OCC)cc3)C2)s1 (stereo unspecified)	13	-3	-31	13	-7	1	-1	-4	-3	-0.9
O=C(c1cccn2c(=O)c3cc(Cl)ccc3nc12)N1CCN(Cc2ccc3c(c2)OCO3)CC1	17	4	-27	0	8	3	10	-4	4	0.4
Cc1cc(C)cc(NC(=S)NC2CC3CCCC(C2)N3C2CCCC2)c1 (stereo unspecified)	15	4	3	-1	-9	1	3	5	7	-1.0
Cc1cc(=O)[nH]c(-c2cccnc2)n1	5	23	-6	-2	-7	-2	-6	-7	3	3.7
Nc1c(C(=O)OCC2CCCO2)c2nc3ccccc3nc2n1-c1ccc2c(c1)OCCO2 (stereo unspecified)	21	31	-4	1	-36	-8	-46	5	7	-0.6
O=c1oc2ccccc2cc1-c1nc(-c2ccccc2)no1	-131	12	-50	1	36	4	63*	1	-2	0.4
COC/C=C/C1=CC2=CC(=O)C(C)(OC(=O)c3cnc4ccccc4n3)C(=O)C2=CN1Cc1ccc(OC)cc1 (stereo unspecified)	26	6	.	14	5	.	2	.	-4	-0.2
COc1ccccc1CNC(=O)C1CCC(CNS(=O)(=O)c2cccs2)CC1 (stereo unspecified)	6	.	-25	-1	0	-8	3	0	15	-0.8
NC(=O)[C@@H]1CCCNc2c(F)cc([N+](=O)[O-])cc2C(=O)N[C@@H](CO)C(=O)N[C@@H](Cc2ccc(O)cc2)C(=O)N1	3	16	-12	9	0	-3	-1	-3	8	0.5
O=C1N(c2ccccc2)c2ccccc2C1(O)C(F)(F)F (stereo unspecified)	8	0	2	.	-3	2	2	5	3	-0.8
O=C(CN1CCN(Cc2ccc(F)cc2Cl)CC1)NCc1ccccc1	-13	3	4	-2	0	4	-1	-2	2	-0.4
O=C(CSc1nc2cccnc2n1Cc1ccccc1)NC1CCCCC1	13	-2	-7	5	-10	-4	9	-9	4	-0.1
CN1C(=S)N2CCCN2C1c1ccccc1 (stereo unspecified)	-4	4	-15	3	-1	-8	-13	8	-11	0.6
Cc1ccc(/C=C2/NC(=O)N(Cc3ccc(Br)cc3)C2=O)o1	-22	15	-35	-14	33	-3	59*	-1	-1	0.9
CCOC(=O)C(CC)n1nc(C)n2c(cc3occc32)c1=O (stereo unspecified)	3	10	-31	-6	2	3	14	2	5	-0.3
CCN(CC(=O)Nc1sc2c(c1C#N)CCCC2)CC(=O)NC1CCS(=O)(=O)C1 (stereo unspecified)	-6	18	-15	?	-1	2	-2	0	-8	-0.4
CCCCC(=O)NC1(C(F)(F)F)C(=O)N(CC(C)C)C2=C1C(=O)CC(C)(C)C2 (stereo unspecified)	-51	18	-19	-1	-2	0	5	3	-6	0.7
N#Cc1c(N2CCCC2)ccc(Br)c1Cl	-12	22	1	-10	-4	-11	9	3	-5	0.0
Cc1cc2[nH]ncc2cc1NC(=S)NC(=O)c1ccccc1	-43	18	-27	13	9	-7	10	-4	-1	3.7
c1ccc(CCNc2ncnc3c2cnn3-c2ccccc2)cc1	-149	-6	-135	-6	33	7	47	9	-12	3.0
COc1ccc(C(CNC(=O)C2CC(=O)N(Cc3ccc(C)cc3)C2)N(C)C)cc1 (stereo unspecified)	-12	0	-11	-1	-1	-1	-3	2	0	-0.1
CC(=O)C1=C(NC(=O)c2ccc(C(F)(F)F)cc2)C[C@@H]2[C@H]1C2(C)C	-15	3	-16	15	-2	-6	-7	5	10	-0.6
Cc1[nH]c(C)c(S(=O)(=O)NCC(C)c2ccccc2)c1C(=O)N1CCCCC1 (stereo unspecified)	-8	17	-26	-20	5	-4	3	-4	-7	0.9
CCOC(=O)c1[nH]c(C)c(/C(O)=C2\C(=O)C(=O)N(CCCN(CC)CC)C2c2cccnc2)c1C (stereo unspecified)	7	23	-15	0	0	-2	8	-1	3	0.3
CC(=O)Nc1ccc(NC(=O)C(C)OC(=O)CCCN=C2NS(=O)(=O)c3ccccc32)cc1 (stereo unspecified)	2	-1	.	-8	-4	.	3	.	14	-56
COc1ccc(OC)c(C2C(C#N)=C(N)Oc3c2c(C)nn3-c2cccc(Cl)c2)c1 (stereo unspecified)	-14	14	-26	4	-7	-7	-11	2	15	-0.2
CCOc1cccc(/C=C2\NC(=S)N(c3ccccc3)C2=O)c1O	-148	-9	-26	-2	82	-3	102*	0	17	-20
CCOC(=O)c1[nH]c(COC(=O)C2CC(=O)N(Cc3ccccc3)C2)c(C(=O)OCC)c1C (stereo unspecified)	-9	17	-37	-2	-10	-1	8	4	-5	0.2
CCn1c(SCC(=O)NC(C)(C)C)nnc1-c1ccoc1C	6	15	-4	-3	4	1	14	0	-5	-0.9
CCCCc1cc(=O)oc2c3c(cc(OCC(=O)NCCCO)c12)OC(C)(C)CC3	14	14	1	-1	0	14	7	0	-6	0.9
O=C(O)c1ccc2c(c1)N(Cc1ccccc1)C(=O)c1ccccc1S2=O (stereo unspecified)	-14	21	-4	10	1	4	-5	3	7	-0.1
COc1ccc(-c2cccc(C(=O)Nc3ccc(OC)c(OC)c3)c2)cc1	4	8	-49	2	11	1	-13	-3	-4	-0.6
Nc1nc2ccccc2cc1-c1cccs1	-121	12	-93	-2	10	-1	53*	-2	1	-15
O=C(COC(=O)CCc1nc2ccccc2s1)NCc1ccco1	0	-17	-20	-19	-3	-1	13	-1	-2	-3.5
O=C(CCN1C(=O)c2cccc3cccc(c23)C1=O)NCc1ccco1	-41	7	-23	0	1	-1	2	-4	-6	-0.3
OCC1(Cc2ccc(Cl)cc2)CCN(Cc2ccc(F)c(F)c2)CC1	4	7	-1	7	6	-6	-9	4	-1	-1.3
CC(C)C(c1nnnn1C1CCCCC1)N1CCc2ccccc21 (stereo unspecified)	6	26	-5	.	6	2	6	1	0	-1.6
C#C[C@]1(O)CC[C@H]2[C@@H]3[C@H](C)CC4=C(CCC(=O)C4)[C@H]3CC[C@@]21C	-9	16	.	-3	-5	.	-2	.	4	-0.4
Cc1cccc(NC(=O)CSc2nnnn2-c2cccnc2)c1	19	12	-23	-3	3	2	-20	-3	2	-0.1
O=C(NCC1CCCO1)c1onc(CSc2cccc3ccccc23)c1C(=O)O (stereo unspecified)	5	14	-6	0	0	1	-9	1	17	-0.3
CC1CCCN(c2ccc3nncn3n2)C1 (stereo unspecified)	0	14	1	-1	2	1	17	0	6	0.0
Cc1ccc(S(=O)(=O)c2c(C)nn(C(C)(C)C)c2OC(=O)C2CCCC2)cc1	-27	21	-70	-2	10	-3	6	-2	2	-0.3
CCOC(=O)c1cc2sccc2n1CC(=O)OC	15	10	-4	2	-3	3	-6	0	-4	0.1
COc1ccc(CC(=O)NCCC(C)C)cc1S(=O)(=O)N1CCOCC1	-10	9	-13	-2	-4	-3	-4	-1	-1	-0.6
Cc1nc(SCC(=O)NCc2ccc(F)cc2)c2c(=O)n(C)c(=O)n(C)c2n1	7	14	-29	8	7	-2	5	-2	1	-0.2
COC(=O)c1ccc(CSc2nnc(-c3ccncc3)o2)cc1	-6	13	-28	-2	-1	-3	2	3	-6	-0.2
O=C(N/N=C/c1cc([N+](=O)[O-])ccc1O)Nc1ccccc1	-17	40	-15	2	-15	-13	-30	-5	-4	0.0
COC(=O)C1SCC2C(=O)N(Cc3cccc(C)c3)CC(=O)N21 (stereo unspecified)	-10	9	-10	10	-10	1	-3	3	-1	-0.1
O=C(NCCN1C(=O)CSC1=O)C1CC(=O)N(c2ccccc2)C1 (stereo unspecified)	15	2	-13	-1	-2	-1	-14	-1	-2	0.3
COc1ccc(C(O)c2nccn2Cc2ccccc2)cc1 (stereo unspecified)	-2	7	-54	7	13	3	14	6	-4	0.6

# The results go on.
compound	aSyn UTR inh	AI-2 QS modul	KLF5 inh	Platelet DG rel	HSF1 inhib	IEC-6 cytotox	HSF1 activator	HSP90 refold inh	SKKanGAS inh	HIF act
CCn1cnc2c1c(=O)n(Cc1cccc([N+](=O)[O-])c1)c(=O)n2Cc1ccccc1	34	19	-21	2	-2	-1	16	1	15	-0.8
Cc1cccn2cc(CNS(=O)(=O)c3ccc4ccccc4c3)nc12	-5	16	-41	4	0	-2	-2	-3	17	-0.6
CC1CC(C)CN(c2oc(-c3ccco3)nc2C#N)C1 (stereo unspecified)	-5	14	-20	-17	-1	4	-7	2	-5	0.2
Cc1cccc(-n2c3nc(=O)[nH]c(=O)c-3cc3c(C)nn(-c4ccccc4)c32)c1C	21	18	-6	-31	-3	4	-4	-5	3	0.2
O=C(Nc1nc(-c2ccccc2)cs1)NC1CCCCC1	.	13	-51	1	.	-5	.	-4	-3	.
CN(CCc1ccccn1)C(=O)CCC1CCCN(C(=O)NC2CCCCC2)C1 (stereo unspecified)	-7	44	-29	6	-3	-6	-3	-3	-10	1.4
O=C(CCc1nnc2ccc(N3CCCC3)nn12)Nc1cc(F)ccc1F	16	10	12	0	0	5	8	1	-3	0.1
CC(C)(C)c1ccc(C(=O)Nc2ncn[nH]2)cc1	-134	8	-77	10	19	3	28	2	0	3.3
Cc1ccc(-n2nnc(-c3cc4ccccc4nc3Cl)n2)cc1	-148	36	-42	-6	4	6	-2	-5	5	0.1
COc1ccc(CNC(=O)CN(Cc2cccs2)C(=O)CCC(=O)Nc2ccccn2)cc1	.	18	-15	.	.	-2	.	0	.	.
